Bioassay records from PubChem.
ZTA counter = counter-screen for EBNA-1 inhibitors: inhibitors of Epstein-Barr virus ZTA. P03206. ZTA-DNA binding, fluorescence polarization. inhibition, % at 11 µM. actives 0.15% (n = 320,000). AID 2234; in the data active means inhibition above about 33%
Target sequence (P03206 whole entry, looked up): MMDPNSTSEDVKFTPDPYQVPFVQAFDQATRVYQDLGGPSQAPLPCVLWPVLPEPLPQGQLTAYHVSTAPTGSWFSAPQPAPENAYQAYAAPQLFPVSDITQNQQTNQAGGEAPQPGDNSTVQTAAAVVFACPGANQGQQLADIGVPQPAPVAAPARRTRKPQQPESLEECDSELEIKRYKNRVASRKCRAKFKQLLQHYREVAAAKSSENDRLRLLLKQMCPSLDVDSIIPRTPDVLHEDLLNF
PP1 inh = PP1-alpha (human) inhibition in PP5 counter-screen; P62136; purified PP1alpha, OMFP fluorescence; inhibition, % at 6.7 µM; actives 0.9% (n = 320,000); AID 2235;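 active means inhibition above the mean inhibition of all tested compounds plus 3 SD, computed separately for each screening campaign, cut at about 15% in these data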
Target sequence (P62136 whole entry, looked up): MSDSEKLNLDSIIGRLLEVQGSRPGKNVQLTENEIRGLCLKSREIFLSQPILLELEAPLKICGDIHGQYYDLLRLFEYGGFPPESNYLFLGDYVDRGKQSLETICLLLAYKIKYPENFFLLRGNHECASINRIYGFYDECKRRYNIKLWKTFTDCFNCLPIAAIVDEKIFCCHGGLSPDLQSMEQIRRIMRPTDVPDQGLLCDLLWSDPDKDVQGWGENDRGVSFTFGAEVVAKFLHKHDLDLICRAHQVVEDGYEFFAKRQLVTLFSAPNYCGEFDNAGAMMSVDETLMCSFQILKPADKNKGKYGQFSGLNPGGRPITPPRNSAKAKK
PP5 inh = inhibitors of human protein phosphatase 5 (PP5). P53041. purified PP5c, OMFP substrate fluorescence. inhibition, % at 6.7 µM. actives 0.18% (n = 320,000). AID 1987;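 active means inhibition above the campaign's mean inhibition across all tested compounds plus 3 SD, cut at about 9.5% in these data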;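 further: 0% = DMSO only and 100% = 100 µM cantharidin control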
TPT1 inhibitor = C. albicans TPT1 enzyme inhibition | inhibition, % at 5 µM | recombinant caTPT1, FP RNA substrate dephosphorylation | actives 0.81% (n = 300,000);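 active means inhibition above the mean of all tested compounds plus 3 SD, set per screening campaign, cut at about 24% in these data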;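 further: plate controls were DMSO alone for no effect and ferristatin control at 100 nM for full effect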
Fh CTSL1 inh = cathepsin L1 inhibition, PFM18AAP counter-screen | recombinant F. hepatica cathepsin L1, Z-Leu-Arg-MCA fluorescence | inhibition, % at 5.96 µM | actives 0.49% (n = 300,000) | AID 1906;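 active means inhibition above the mean of all tested compounds plus 3 SD, set per screening campaign, cut at about 17% in these data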;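 further: 0% = plate median of test compound wells and 100% = 1 µM Z-Phe-Ala-diazomethylketone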
core dimer inh = blocks dimerization of HCV core protein; TR-FRET GST/Flag-core106 dimerization, 1536-well; inhibition, % at 5 µM; actives 0.33% (n = 300,000);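 active means inhibition above the mean of all tested compounds plus 3 SD, set per screening campaign, cut at about 45% in these data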
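Assay system: tagged HCV core106 pair (GST and Flag); medium: KF-containing HEPES buffer, pH 7.45, DTT, CHAPS, BSA; also added: Eu donor and XL665 acceptor anti-tag antibodies; dosing: 5 µM single dose; timing: compound-protein-antibody incubation 4 h at 22.5 °C; signal: TR-FRET 671 and 617 nm emission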
Yeast superoxide = yeast age-related superoxide inhibition as caloric restriction mimetic. superoxide response (% of plate mean), % at 10 µM. actives 0.18% (n = 330,000). S. cerevisiae aged cells, superoxide DHE fluorescence; active compounds read low. AID 2690;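 active means superoxide response under a set limit, about three screen SD below normal, cut at about 65% in these data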;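 further: yeast aged for seven days with compound at 30 °C before DHE staining; 100% = average MFI of all compound-treated wells on the plate with controls excluded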
EBNA-1 inhibitor = blocks EBNA-1 binding to DNA; EBNA-1 DNA binding, fluorescence polarization; inhibition, % at 14.8 µM; actives 0.34% (n = 300,000); AID 1950; in the data active means inhibition above about 28%
GASC-1 inh = human JMJD2C demethylase inhibition; actives 0.069% (n = 330,000); AID 2099; GST-JMJD2C(1-420) H3K9me3 demethylation, DELFIA europium; inhibition, % at 2.35 µM; Q9H3R0;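 active means more than half of a compound's replicate wells show inhibition beyond 50%, single wells judged on their own value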;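 further: signal counts dimethyl H3K9 product captured on neutravidin plate; 0% = median of DMSO wells and 100% = 0.3 times that DMSO median; strong numbers were not always called active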
Target sequence (Q9H3R0 1-420 limits assumed): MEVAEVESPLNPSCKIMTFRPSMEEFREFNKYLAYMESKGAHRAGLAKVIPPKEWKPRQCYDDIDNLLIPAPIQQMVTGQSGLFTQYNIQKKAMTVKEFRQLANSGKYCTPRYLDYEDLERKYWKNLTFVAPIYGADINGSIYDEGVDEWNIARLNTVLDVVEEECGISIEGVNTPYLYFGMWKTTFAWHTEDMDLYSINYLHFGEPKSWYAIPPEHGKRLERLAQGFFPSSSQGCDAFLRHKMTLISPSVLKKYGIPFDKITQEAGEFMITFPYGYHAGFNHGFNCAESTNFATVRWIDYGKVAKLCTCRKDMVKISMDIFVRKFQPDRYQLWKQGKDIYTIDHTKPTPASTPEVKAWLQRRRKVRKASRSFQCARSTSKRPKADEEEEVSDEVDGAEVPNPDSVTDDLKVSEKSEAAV
Numbers without * were called inactive; . = no result given; & = joins results of further samples. Not a hit list (roughly 3.1% active in at least one column).

smiles,ZTA counter,PP1 inh,PP5 inh,TPT1 inhibitor,Fh CTSL1 inh,core dimer inh,Yeast superoxide,EBNA-1 inhibitor,GASC-1 inh
Cc1ccc(N(C(=O)C2CCC(=O)N2)C2(C(=O)NC3CCCC3)CCCCC2)cc1 (configuration not stated),-2,-1,-0.5,3,0,4,115,8,-2
Cc1nc2ccccc2c(=O)n1Nc1cccc(Cl)c1,9,-1,-2.5,-1,-2,4,113,2,5
CC(C)(C)C(=O)N=C1SC2CS(=O)(=O)CC2N1c1ccc2c(c1)OCO2 (configuration not stated),-2,0,2.0,-1,-6,4,81,-10,13
Cc1cc(=O)oc2c1ccc1oc(/C(=N/O)c3ccccc3)c(C)c12,3,2,5.2,-2,-1,13,89,3,-49
O=S1(=O)C=CC(N2CCOCC2)C1 (configuration not stated),6,1,-0.1,-5,2,1,95,2,12
CCOC(=O)c1cc(-c2ccc(OC)cc2)n[nH]1,-8,-1,-0.3,3,7,0,99,-1,9
O=C1C(Cc2ccccc2O)NC(=S)N1c1ccccc1 (configuration not stated),-5,-3,-2.8,2,-8,3,111,1,3
COc1ccccc1C(=O)NNC(=O)c1ccc(NC(=O)CC(C)C)cc1,10,0,-0.1,1,4,-3,107,2,0
Cc1ccc(OC(C)C(=O)N2CCc3ccccc32)cc1 (configuration not stated),-9,1,2.4,0,-2,8,91,-10,-32
Cc1cc(C)c(C)c(S(=O)(=O)N2CCC(C(=O)N3CCCC3)CC2)c1C,11,-3,0.3,.,.,.,95,.,7
Cc1ccc(S(=O)(=O)N2CCC(C(=O)N[C@@H](C)C(=O)NCC3CCCO3)CC2)cc1 (some centres not stated),-15,3,-5.0,5,-4,-6,106,2,-2
O=C(c1nc2ccccn2c1CN1CCN(c2ccccc2O)CC1)N1CCCC1,-4,1,-0.8,-1,4,-6,91,1,-14
COc1ccc(CN(C)CC(O)COc2ccc(C(=O)c3ccccc3)cc2)c(OC)c1OC (configuration not stated),15,0,-1.2,-3,2,-6,91,-1,-10
Cc1cccc(C(=O)NC(=S)NNC(=O)c2cccs2)c1,0,1,1.9,0,-1,-3,208,-5,-6
Cn1c(SCC(=O)Nc2ccccc2)nc(O)cc1=O,16,-3,1.2,-1,-3,-3,104,2,1
Cc1nnc(SC2CC(=O)N(c3ccccc3)C2=O)s1 (configuration not stated),-5,2,0.2,-2,1,0,97,0,-10
Cc1cccc(OCC(=O)Nc2sc3c(c2C#N)CCC3)c1,-26,-1,0.3,2,0,1,87,-1,-5
NC(=O)c1ccccc1Nc1nc(NCCO)nc(N2CCCC2)n1,3,-1,-1.4,-2,5,2,102,0,4
COc1ccc(C2(CNC(=O)c3ccc(C)cc3)CCOCC2)cc1,0,0,1.0,-3,-1,2,88,10,28
COC(=O)c1c(N)n(CCCN2CCOCC2)c2nc3ccccc3nc12,10,-2,0.5,-2,3,-6,88,0,-11
COc1ccc(/C=C/C(=O)c2ccc(OC)cc2OC)cc1,6,0,0.8,-2,1,3,92,-4,2
Cn1cc(S(=O)(=O)N2CCCC2)cc1C(=O)NCc1ccccc1Cl,-5,0,-0.1,-1,-4,-4,107,-2,5
CCc1ccccc1NC(=O)CN(C)C(=O)Cn1ncc(Cl)c(Cl)c1=O,10,1,-2.1,-2,-1,9,87,-3,-7
Nc1nc(SCC(=O)Nc2ccc(Cl)c(S(=O)(=O)N3CCOCC3)c2)n[nH]1,6,-2,-1.6,2,3,-1,103,13,6
Cc1nc2n(n1)CC(O)CS2 (configuration not stated),-6,-2,3.6,2,1,3,90,-13,-10
COc1ccc(-c2ccc(OC)c([C@H]3[C@H]4C=CC[C@@H](C)[C@@H]4C(=O)N3Cc3ccccc3)c2)cc1,7,1,3.3,0,-2,10,107,4,-3
Cc1nc(C)c(C)nc1C,17,-3,1.6,1,1,-3,108,-3,3
Cc1cnc(C(=O)OCC(=O)c2ccc(F)cc2)cn1,4,2,1.1,2,-1,4,81,-5,3
C[C@@]12CCC3[C@@](CC[C@@H]4[C@](C)(C(=O)O)CCC[C@@]34C)(C[C@H]1O)C2 (some centres not stated),-5,0,0.6,-4,2,10,97,3,-14
Nc1nc(SCc2ccccc2)c2[nH]cnc2n1,-7,1,1.9,2,-3,-1,89,12,-1
COc1ccc(-n2c(-c3cnccn3)n[nH]c2=S)cc1,0,-2,0.3,0,4,-2,91,-2,5
CC1(C)CCc2nc(SCc3ccccc3)c(C#N)cc2C1,7,3,-0.4,-1,2,2,95,4,-8
Cc1ccccc1Nc1nc(Cl)c(C=O)s1,-2,2,-1.4,27*,4,8,90,8,3
Cc1ccc(C(=O)OCCc2sc[n+](Cc3ccccc3)c2C)cc1,-5,0,-2.1,2,1,-2,101,4,-5
COc1ccc(NC(=O)CCCn2c(=O)[nH]c3ccccc3c2=O)cc1,13,-3,-0.4,-2,-3,4,106,12,-3
COc1cc(/C=C2/C(=O)NN(c3ccc(F)cc3)C2=O)cc(Cl)c1O,-13,1,3.0,40*,0,-4,103,-14,-5
Cn1nnnc1SCCOc1ccc(C#N)cc1,10,-3,-1.3,1,0,-2,96,-3,-4
CCOC(=O)[C@H]1[C@H]2COc3cc(OC)ccc3[C@@H]2N2C(=O)CN(Cc3ccco3)C(=O)[C@@]12C,1,-3,1.1,.,.,.,81,.,0
Cc1cc(C)n(CCCNC(=O)c2cc(COc3ccc(C)c(C)c3)on2)n1,5,-1,2.4,-2,0,-4,102,4,5
CCCn1c(SCC(=O)N2CCN(c3ccc(OC)cc3)CC2)nc2c1c(=O)n(C)c(=O)n2C,8,-2,-1.9,-1,2,1,97,7,87&5
COc1ccccc1OCC(=O)Nc1ccc(-c2nnc(-c3ccco3)o2)cc1,-10,-1,-1.4,1,5,4,85,-2,5
O=S1(=O)CC/C(=N/Nc2ccc(C(F)(F)F)cn2)c2cc(F)ccc21,-12,7,2.7,-6,13,-2,89,-18,-13
Cc1nc2ccccn2c1-c1ccnc(SCc2ccc(Cl)cc2)n1,9,-1,4.4,2,3,-5,101,-6,-33
CCC(C(=O)Nc1cc(Cl)ccc1OC)c1ccccc1 (configuration not stated),0,-3,5.4,2,2,2,87,1,-3
Cc1ccc(N(C)C(=O)c2cc(S(=O)(=O)N3CCCC3)cn2C)cc1,-4,-5,3.0,1,4,-14,112,-12,6
CC1CCCCC1n1c(-c2cccnc2)n[nH]c1=S (configuration not stated),-16,-3,0.8,-1,0,-3,104,-20,6
COc1ccccc1CN1CCNC(=O)C1CC(=O)N(C)CC1CCOCC1 (configuration not stated),-18,5,-0.1,-1,-5,-4,111,-13,6
COc1ccccc1C1(CC(=O)N2CCOCC2)CCOC(C(C)C)C1 (configuration not stated),-4,1,-1.3,5,3,5,110,-1,-2
COc1ccc(OC)c(NC(=O)C2C3CCC(O3)C2C(=O)O)c1 (configuration not stated),1,64*,69*,-3,-1,2,101,-14,1
COc1ccc(Br)cc1CNc1ccc(S(N)(=O)=O)cc1,0,-2,0.3,-2,-1,0,101,4,-3
O=C(CSc1c[nH]c2ccccc12)NCc1ccc2c(c1)OCO2,0,0,0.0,-1,6,-7,94,-1,-2
O=C(COC(=O)C1CC(=O)N(c2ccccc2)C1)c1ccccc1 (configuration not stated),6,-7,-0.2,0,-39,0,101,2,-20
CCOc1ccccc1C1C(C(N)=O)=C(C)Nc2nc(-c3ccc(OC)cc3)nn21 (configuration not stated),-29,3,2.8,-3,-2,-3,97,-15,-10
Cn1c(-c2ccccc2)cnc1SCC(=O)N1CCCc2ccccc21,-2,1,0.9,-1,3,2,94,-1,-1
Cc1ccc(OCCCC(=O)Nc2ccc(S(=O)(=O)Nc3cc(C)nc(C)n3)cc2)cc1,-9,-4,2.6,8,-3,25,110,0,-9
Cc1cccc(N(CC(=O)N2CCN(c3ccc(F)cc3)CC2)S(C)(=O)=O)c1C,9,0,-0.6,0,1,0,107,5,8
CCN1CCCC1CNC(=O)CS(=O)(=O)Cc1nc(-c2ccccc2C)oc1C (configuration not stated),3,-4,-1.5,-2,2,4,82,5,26
Cn1c(CN2CCCC2)nc2cc(NC(=O)c3ccc(Cl)cc3)ccc21,-8,0,-0.1,0,-10,0,91,-1,-7
COc1cccc(OC)c1C(=O)Nc1nnc(-c2ccc(F)cc2)s1,-4,3,1.9,1,-3,2,82,-5,-25
COc1ccc(NC(=O)Nc2cc(C(C)(C)C)on2)cc1OC,-6,1,4.7,1,0,-3,101,-6,1

Among those listed so far, 4 contain two or more sulfur atoms.
smiles,ZTA counter,PP1 inh,PP5 inh,TPT1 inhibitor,Fh CTSL1 inh,core dimer inh,Yeast superoxide,EBNA-1 inhibitor,GASC-1 inh
CC(C)(C)C(=O)N=C1SC2CS(=O)(=O)CC2N1c1ccc2c(c1)OCO2 (configuration not stated),-2,0,2.0,-1,-6,4,81,-10,13
Cc1cccc(C(=O)NC(=S)NNC(=O)c2cccs2)c1,0,1,1.9,0,-1,-3,208,-5,-6
Cc1nnc(SC2CC(=O)N(c3ccccc3)C2=O)s1 (configuration not stated),-5,2,0.2,-2,1,0,97,0,-10
Nc1nc(SCC(=O)Nc2ccc(Cl)c(S(=O)(=O)N3CCOCC3)c2)n[nH]1,6,-2,-1.6,2,3,-1,103,13,6

Next results
smiles,ZTA counter,PP1 inh,PP5 inh,TPT1 inhibitor,Fh CTSL1 inh,core dimer inh,Yeast superoxide,EBNA-1 inhibitor,GASC-1 inh
O=C(NC(Cc1ccccc1)C(=O)O)/C(=C\c1ccc(F)cc1)NC(=O)c1ccco1 (configuration not stated),-10,0,2.2,-2,-1,2,113,10,9
CC1=C(C(=O)OC(C)C)C(c2cccs2)C(C(=O)OC(C)C)=C(C)N1,5,3,6.3,1,-1,-6,112,7,2
Nc1nc2nc(-c3ccc(Cl)cc3)cc(C(F)(F)F)n2n1,9,-3,2.6,-1,2,5,102,10,2
COc1ccc(/C=C2\CN(Cc3ccccc3)C/C(=C\c3ccc(OC)c(O)c3)C2=O)cc1O,17,6,2.8,-1,-3,12,84,-1,1
COC(=O)c1cc(S(=O)(=O)NCc2ccc(S(N)(=O)=O)cc2)oc1C,3,-5,2.2,3,-1,-2,106,-4,6
O=C(Cc1ccccc1)Nc1scc(-c2ccccc2)c1C(=O)N1CCOCC1,-2,0,2.7,0,-3,-1,111,3,22
CSCCC(NC(=O)COc1ccccc1)C(=O)OCc1ccc([N+](=O)[O-])cc1 (configuration not stated),-13,-4,1.1,2,-14,-1,100,-10,6
Cc1cccc(OCc2nnc(SCC(=O)N3c4ccccc4Sc4ccc(Cl)cc43)o2)c1,-2,8,0.5,-2,-1,2,96,1,3
O=C(c1ccc(N2CCCC2=O)cc1)N1CCN(c2ccccc2O)CC1,2,0,2.9,.,.,.,88,.,0
Nc1ncc2c(n1)-c1ccoc1CC2,-19,-1,2.3,-3,-7,3,94,5,-5
Cc1cc(-c2nnc(CCC(=O)N(C)Cc3cccc4ccccc34)o2)no1,-13,8,1.1,-1,1,-2,94,-20,8
CC(C)OC1(c2ccccc2)OC(=O)c2ccccc21 (configuration not stated),-11,5,2.3,0,-2,4,108,-6,0
COC(=O)CCC(=O)OC1(C)C(=O)C=C2C=C(C3CC3)N(C(CO)CO)C=C2C1=O (configuration not stated),0,8,3.9,-2,4,0,104,1,-8
